TGFb SMAD3 inh: qHTS for Inhibitors of TGF-b; AID 588855, 2011; 410,000 compounds, 1.2% hits; Potency, µM (highest dose often 46.1 µM), for the others: at the top dose activity, negative = inhibition, usual class: inhibitors; HepG2 CAGA-GFP TGF-b/SMAD3 reporter, GFP fluorescence, 18 h; TGF-beta stimulated, 500 pg/mL final; further: potency means the concentration at half of the fitted maximal effect; on the % scale 0 is the no-effect control and ±100 the full control effect; nearly all actives have a fitted effect of over 65% in size
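Cell-based qHTS in HEPG2 carrying a CAGA-GFP Smad reporter; compounds added before 500 pg/mL final TGF-beta, 18 h incubation at 37 degrees C, GFP fluorescence quantified per cell by imaging cytometry.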
Nrf2 inh: Nrf2 qHTS screen for inhibitors; Potency, µM (titrated, usually from 46 µM), for inactives: top-dose activity change, negative = inhibition, actives largely listed as inhibitors; A549 ARE-Fluc reporter, luciferase luminescence, 18-24 h; 360,000 compounds, 2.1% hits; further: potency means the concentration at half of the fitted maximal effect; on the % scale 0 is the no-effect control and ±100 the full control effect; nearly all actives have a fitted effect of over 60% in size
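Nrf2 function is reported as luminescence of an ARE-controlled luciferase in A549 cells. Compounds were tested at several concentrations, and a CellTiter-Fluor read on the same wells flagged cytotoxicity.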
EPAC2 ag: qHTS for Agonist of cAMP-regulated guanine nucleotide exchange factor 4 (EPAC2): primary screen. Rap guanine nucleotide exchange factor 4 (Homo sapiens), Q8WZA2. EPAC2 activation, biochemical qHTS; response scale: 100% = 6.5 mM cAMP response. Potency, µM (doses to about 154 µM), for inactives: at the top dose activation, hits mostly activators. 360,000 compounds, 0.079% hits; further: potency means the concentration at half of the fitted maximal effect; nearly all actives have a fitted effect of over 50% in size
Target sequence (Q8WZA2 whole entry, looked up): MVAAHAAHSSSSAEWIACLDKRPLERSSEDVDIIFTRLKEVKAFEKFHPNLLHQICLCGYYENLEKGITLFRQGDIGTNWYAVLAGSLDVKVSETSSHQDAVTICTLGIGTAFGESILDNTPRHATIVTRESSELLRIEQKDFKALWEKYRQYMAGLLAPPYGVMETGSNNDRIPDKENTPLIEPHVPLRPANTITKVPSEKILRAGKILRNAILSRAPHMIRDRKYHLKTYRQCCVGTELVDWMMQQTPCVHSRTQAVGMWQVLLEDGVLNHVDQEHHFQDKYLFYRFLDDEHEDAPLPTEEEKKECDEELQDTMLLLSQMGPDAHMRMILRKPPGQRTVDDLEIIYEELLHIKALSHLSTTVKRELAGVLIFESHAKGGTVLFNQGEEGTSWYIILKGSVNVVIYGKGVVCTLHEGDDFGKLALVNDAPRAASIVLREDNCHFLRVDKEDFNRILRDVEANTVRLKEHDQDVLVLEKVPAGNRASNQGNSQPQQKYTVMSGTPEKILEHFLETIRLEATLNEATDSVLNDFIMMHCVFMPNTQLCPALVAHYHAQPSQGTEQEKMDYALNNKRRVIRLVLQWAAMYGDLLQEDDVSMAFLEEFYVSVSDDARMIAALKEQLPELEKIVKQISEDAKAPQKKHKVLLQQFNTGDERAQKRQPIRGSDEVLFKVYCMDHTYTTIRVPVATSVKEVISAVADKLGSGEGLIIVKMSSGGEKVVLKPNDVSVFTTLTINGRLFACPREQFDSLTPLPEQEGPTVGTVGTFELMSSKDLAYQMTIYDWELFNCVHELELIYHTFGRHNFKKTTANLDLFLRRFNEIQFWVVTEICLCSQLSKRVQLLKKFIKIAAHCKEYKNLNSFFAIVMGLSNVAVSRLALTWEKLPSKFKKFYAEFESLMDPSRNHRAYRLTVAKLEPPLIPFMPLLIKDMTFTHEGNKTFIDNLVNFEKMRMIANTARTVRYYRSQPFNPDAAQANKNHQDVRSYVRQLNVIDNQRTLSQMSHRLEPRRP
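In this primary screen, activation is scored as increased exchange of BODIPY-GDP from Rap1B by 100 nM EPAC2, with 50 uM GDP as competitor. Signal is normalized to the 6.5 mM cAMP agonist control.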
A549 tox: Nrf2 qHTS screen for inhibitors: counterscreen for cytotoxicity. A549 ARE-Fluc cells, CellTiter-Fluor viability, 18-24 h. Potency, µM (top dose mostly 46 µM), without a hit: top-dose activity change, negative = cytotoxicity, hits mostly inhibitors. 390,000 compounds, 0.16% hits; further: potency means the concentration at half of the fitted maximal effect; on the % scale 0 is the no-effect control and ±100 the full control effect
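A549 ARE_Fluc cells in 5% FBS OPTI-MEM were exposed to compounds in concentration-response for 18-24 h at 37 deg C. Viability was read by CellTiter-Fluor fluorescence (Ex 405/Em 525) after 30 min, before the luciferase read.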
pAkt inh: HTS Assay for Inhibitors of Akt Phophorylation: Primary Screen; Neuro2A IGF-stimulated pAkt S473 HTRF, 20 min; active compounds read low; activity change, % for hits at 50 µM; AID 651550, 2012; 360,000 compounds, 0.32% hits; in the data active means activity change below about -80%; inconclusive means mostly about -51% to -80%; further: on the % scale 0 is the no-effect control and ±100 the full control effect
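Neuro2A cells (4,500/well, DMEM with 0.5% FBS) were treated with compound at a single 50 µM final concentration, stimulated with 6 nM IGF for 20 min at 37 °C, and lysed. Phospho-Akt Ser473 was read by HTRF as 665/615 ratio ×10^4.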
Nrf2 ARE act: qHTS of Nrf2 Activators | AREc32 ARE-luciferase reporter (MCF7-derived line), luminescence, 24 h | Potency, µM (top dose mostly 46.1 µM), for the others: at the highest dose activation, most hits filed as activators | 410,000 compounds, 0.31% hits | AID 624171, 2012; further: potency means the concentration at half of the fitted maximal effect; % of control where 0% means no effect; nearly all actives have a fitted effect of over 65% in size
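AREc32_Fluc, 1000 cells/well, OPTI-MEM + 5% FBS, o/n 37 deg C 5% CO2; 23 nL cpd by pin tool, 24 hr; Steady-Glo 30 min RT, luminescence.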
MmCpn inh: Inhibitors of TCP-1 ring complex (TRiC) of Methanococcus maripaludis (MmCpn): qHTS; Chaperonin Mm-Cpn (Methanococcus maripaludis); purified Mm-Cpn ATPase, ADP Transcreener TR-FRET; Potency, µM (doses to about 76.9 µM), inactives show at the highest dose activity, negative = inhibition, most hits filed as inhibitors; 330,000 compounds, 0.031% hits; further: potency means the concentration at half of the fitted maximal effect; on the % scale 0 is the no-effect control and ±100 the full control effect; nearly all actives have a fitted effect of over 80% in size
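Inhibition of chaperonin ATP hydrolysis is measured as reduced ADP production, detected by competitive TR-FRET in which signal falls with ADP. Final enzyme 25 nM and ATP 10 uM, reacted 30 min at 37°C.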
EPAC2 antagonist: qHTS for Antagonist of cAMP-regulated guanine nucleotide exchange factor 2 (EPAC2): primary screen. AID 720708, 2013. Rap guanine nucleotide exchange factor 4 (Homo sapiens), Q8WZA2. Potency, µM (titrated, usually from 114 µM), for inactives: at the highest dose activity, negative = inhibition, actives largely listed as inhibitors. 360,000 compounds, 0.18% hits. EPAC2 GEF exchange of Rap1B-BODIPY-GDP, fluorescence; further: potency means the concentration at half of the fitted maximal effect; on the % scale 0 is the no-effect control and ±100 the full control effect; nearly all actives have a fitted effect of over 45% in size; many of its hits are not listed in these tables
CCT chaperon mod: High-Throughput Screening for Modulators of Cytosolic Chaperonin Activity. purified chaperonin ATPase assay, HTRF ADP detection, 30 min. activity change, % (concentration not given with the values), hits read low. 360,000 compounds, 0.3% hits. AID 651819, 2012; in the data active means activity change below about -30%; further: on the % scale 0 is the no-effect control and ±100 the full control effect
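Enzyme 40 or 20 nM (batch-dependent) in Tris pH 7.4/KCl/MgCl2/DTT; cpd 76 uM single point; ATP 10 uM; 30 min 37 °C; Transcreener ADP HTRF detection, 30 min RT; ratio 665/615.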
An asterisk follows results filed as active; i = inactive; ? = inconclusive; . = not tested or not shown; [ ] = remark or other dose. Unless noted, the call rests on the fitted dose curve; in most records, active means well fitted curve in the direction sought with a large enough effect; inconclusive means small, poorly fitted or top-dose-only effect, or another doubt; inactive means no such curve, though single readings can be large; an effect the other way counts as inactive or inconclusive. Not all compounds are listed. The share of hits here may be higher or lower than overall.

canonical_smiles	TGFb SMAD3 inh	Nrf2 inh	EPAC2 ag	A549 tox	pAkt inh	Nrf2 ARE act	MmCpn inh	EPAC2 antagonist	CCT chaperon mod
CN(C(=O)CN1C(=O)S/C(=C\c2cccc(Cl)c2)C1=O)C1CCS(=O)(=O)C1 (centres undefined)	-14%	2%	6%	2%	.	24%	0%	17%	-1.7
O=[N+]([O-])c1ccc(CSc2nnc(Cc3ccccc3)n2-c2ccc(F)cc2)cc1	-8%	?	4%	-21%	i	0.0%[9.22 µM]	0%	-11%	-1.8
Cn1cnc([N+](=O)[O-])c1S(=O)(=O)Oc1ccc(Cl)cc1	?	-11%	9%	-5%	i	-2.4%	.	-2%	-2.6
CCCS(=O)(=O)N1CCN(S(=O)(=O)c2ccccc2)CC1	9%	-25%	4%	3%	i	-0.5%	0%	-5%	-1.3
Cc1ccccc1-c1noc(-c2ccc(NCc3cccnc3)c([N+](=O)[O-])c2)n1	1%	?	.	18%	.	7.2%	.	.	.
Cc1ccc(OCCn2c(=O)n(C)c3ccccc32)cc1	4%	?	1%	1%	i	4.4%	2%	?	1.0
Cc1ccc(S(=O)(=O)N(C)C)cc1NC(=O)CCCNC(=O)c1ccc(Cl)cc1	0%	-1%	2%	4%	i	1.5%	0%	-3%	-0.3
CCOCCCNC(=O)c1ccc(C2SCC(=O)N2Cc2ccccc2)cc1 (centres undefined)	3%	?	-2%	-1%	i	0.2%	2%	0%	0.7
O=C1C2C3C=CC(CC3)C2C(=O)N1/N=C/c1c(O)ccc2ccccc12 (centres undefined)	-9%	4%	-2%	15%	i	-0.5%	3%	-2%	1.1
CCn1c(C(=O)N2CCC(C(=O)NCCc3ccc(C)cc3)CC2)cc2sccc21	?	-8%	.	1%	.	0.1%	.	.	.
CCc1nnc(NC(=O)CN2CCN(Cc3ccc(F)cc3)CC2)s1	14%	8%	2%	?	i	-0.2%	-10%	-2%	0.3
Cc1cc(-c2nnc(CCC(=O)NC(c3ccccc3)c3ccccc3)o2)no1	-12%	?	6%	1%	i	4.1%	0%	5%	0.5
COc1ccc2cc3c(N)nn(C(=O)c4cccc([N+](=O)[O-])c4)c3nc2c1	-2%	-24%	7%	-8%	i	0.4%	0%	-8%	-0.5
C1=C(c2ccccc2)CCN(c2ncnc3nc[nH]c23)C1	3%	-12%	9%	0%	i	14%	-8%	-14%	-1.1
CCOc1ccc(OCCC(=O)OCC(=O)N(CC)c2c(N)n(Cc3ccccc3)c(=O)[nH]c2=O)cc1	6%	-11%	-1%	-3%	i	-0.1%	.	4%	1.5
O=C(CN1C(=O)COc2ccc(S(=O)(=O)N3CCCCCC3)cc21)N1CCN(c2ccc(Cl)cc2)CC1	10%	9%	.	8%	.	-0.7%	.	.	.
CCN(C(=O)COC(=O)c1ccc(OCc2c(C)noc2C)cc1)c1ccccc1	6%	.	13%	1%	i	-0.4%	-4%	-5%	-2.7
FC(F)Oc1ccc(NC(=S)NCc2ccco2)cc1Cl	?	1%	4%	-3%	i	8.0%	-2%	-15%	-2.3
CCC(C)(C)NC(=O)C1CCC(CNS(=O)(=O)c2cccc3nsnc23)CC1 (centres undefined)	8%	-10%	-9%	4%	i	0.2%	-1%	5%	0.3
O=C(CCCSc1nc2sc3c(c2c(=O)[nH]1)CCC3)NCCO	2%	-1%	12%	-2%	i	-0.5%	-1%	-1%	-6.8
COc1ccc(C(CNC(=O)CSc2ccccc2F)N2CCOCC2)cc1 (centres undefined)	-10%	5%	2%	5%	i	-0.5%	0%	-12%	1.9
COc1ccc(C(=O)OCC(=O)NC2CC2)cc1OC	-9%	?	3%	-5%	i	-0.6%	-1%	2%	0.2
CCc1ccc(OCC(=O)N(CC)CC)cc1	0%	?	14%	-5%	i	-0.6%	2%	-2%	0.2
CC(=O)Oc1ccc2c(=O)c(Oc3ccccc3)c(C)oc2c1OC(C)=O	10%	-6%	-6%	0%	i	-0.9%	-2%	6%	1.5
COc1ccccc1-n1c(CNC(=O)c2ccc(S(=O)(=O)N3CCOCC3)cc2)n[nH]c1=S	1%	-16%	7%	2%	i	-0.5%	-1%	-2%	-0.2
CN1CCN(/C=N/C2=C(C#N)C(c3ccccc3)C3=C(CC(C)(C)CC3=O)O2)CC1 (centres undefined)	14%	6%	14%	-6%	i	-0.4%	0%	-2%	-34*
COc1ccc(NC(=O)Cn2c(C(C)C)nc(C)cc2=O)cc1Cl	2%	?	5%	19%	i	-0.4%	-2%	6%	1.6
NNC(=O)c1nn(-c2ccc(Cl)cc2)cc1O	0%	-6%	-11%	-1%	i	0.1%	-5%	1%	-1.7
COc1cccc(NC(=O)CN(C)C(=O)c2cc3ccccc3cc2OC)c1	-24%	?	11%	-6%	i	2.1%	0%	-8%	-3.5
COc1ccccc1-c1cc(C(F)(F)F)nc(S(=O)(=O)CCCC(=O)Nc2ccc(F)cc2F)n1	4µM*	10%[9.27 µM]	.	1%	.	-4.2%	.	.	.
Cc1ccccc1NC(=O)C(C)OC(=O)CCC(=O)N(CC(C)C)c1c(N)n(CC(C)C)c(=O)[nH]c1=O (centres undefined)	-1%	1%	6%	0%	i	-0.6%	0%	4%	-3.4
Cc1cc(NC(=O)CSc2nnc(-c3ccncc3)n2Cc2ccccc2)n(-c2ccccc2)n1	-9%	?	6%	-1%	i	62%	0%	-3%	1.2
COc1ccc(C)cc1NC(=O)C1CCCN(S(=O)(=O)c2cccs2)C1 (centres undefined)	9%	-21%	10%	-1%	i	0.6%	-3%	-3%	-0.6
Cc1ccc2c(C)c(C(=O)Nc3nnc(C)s3)oc2c1	7%	18%	12%	0%	i	15%	0%	-1%	-3.2
CC1(C)CC(=O)C2=C(C1)N(CCN1CCOCC1)C1=C(C(=O)CC(C)(C)C1)C2c1cccc(F)c1	?	-10%	-3%	-3%	i	0.8%	0%	3%	-0.4
O=C(CCC(=O)c1ccccc1)NCCOc1ccccc1	-2%	-8%	6%	1%	i	-0.2%	-4%	2%	-1.6
CCC(CC)C(=O)N(C)c1c(C)nc2c(OCc3cccc(OC)c3)cccn12	5%	.	1%	.	i	-0.4%	.	-7%	0.5
CCOC(=O)c1ccc(N/C=C/C(=O)c2ccco2)cc1	10%	?	4%	-23%	i	6.4%	0%	10%	-2.6
O=C(CSc1cccs1)Nc1cccc2ccccc12	12%	?	0%	0%	i	5.3%	2%	11%	-16
O=C(Nc1cc(Cl)ccc1Cl)c1ccc(-c2ccccc2)cc1	3%	11%	-4%	1%	i	6.6%	-1%	-7%	-2.9
Clc1ccccc1-c1nnc(-c2cccnc2)o1	25%	?	4%	-3%	i	?	-3%	-2%	-40*
COc1ccc(C(=O)Nc2cccc(C(=O)N/N=C/c3ccc(OC)cc3OC)c2)cc1	-5%	?	23%	1%	i	-1.8%	1%	0%	-2.4
CCCCc1ccc(N2C(=O)[C@@H]3C(CC(N)=O)NC4(C(=O)Nc5ccc(F)cc54)[C@@H]3C2=O)cc1 (some centres undefined)	12%	-15%	-15%	-5%	i	-0.8%	-1%	-5%	-5.2
COc1cc(C(=O)Nc2ccc3c(c2)ncn3C(C)(C)C)cc(OC)c1OC	0%	-3%	9%	15%	i	2.9%	0%	-2%	-0.3
COc1cccc(CCN2C(=O)C(=O)N([C@@H](CNCc3ccccc3)Cc3ccccc3F)C[C@@H]2C(C)(C)C)c1	?	-1%	10%	?	i	3.1%	2%	10%	-0.1
Cc1c(CCOC(=O)CC23CC4CC(CC(C4)C2)C3)sc[n+]1CC(=O)c1ccccc1	?	6%	3%	12%	i	-2.0%	-11%	1%	0.3
O=C(CNC(=O)c1ccccc1)OCc1cc(=O)n2nc(C3CC3)sc2n1	-28%	?	.	19%	.	0.5%	.	.	.
O=c1[nH]c(NC2CCCCC2)nnc1Cc1ccccc1	-1%	12%	9%	-2%	i	-0.1%	0%	-5%	2.0

Some of these compounds in order of their number in TGFb SMAD3 inh, low to high:
| molecule | TGFb SMAD3 inh |
| --- | --- |
| Cc1ccccc1NC(=O)C(C)OC(=O)CCC(=O)N(CC(C)C)c1c(N)n(CC(C)C)c(=O)[nH]c1=O (centres undefined) | -1% |
| COc1cc(C(=O)Nc2ccc3c(c2)ncn3C(C)(C)C)cc(OC)c1OC | 0% |
| COc1ccc(C)cc1NC(=O)C1CCCN(S(=O)(=O)c2cccs2)C1 (centres undefined) | 9% |
